Bioassay records: PubChem BioAssay, National Center for Advancing Translational Sciences (NCATS)
Pf growth 48h = inhibits P. falciparum growth in the first generation, 48 h. Potency, µM (series often up to 28.7 µM), for the others: at the top dose activity change, negative = inhibition, hits mostly inhibitors. 310,000 tested, 5.9% active. P. falciparum luciferase growth in erythrocytes, 48 h. AID 504832; note: potency is the fitted concentration of half-maximal effect; % is set by controls: 0 for no effect and ±100 for the full control effect
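Luciferase-expressing parasites in RBCs, 2% Hct / 0.1% parasitemia final; RPMI 1640 + 0.5% Albumax; 37 C, 5% CO2, one generation; luminescence read-out, lower signal = inhibition.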
Pf growth 96h = P. falciparum growth inhibition at 96 hours | AID 504834 | Potency, µM (series often up to 28.7 µM), for inactives: top-dose activity change, negative = inhibition, usual class: inhibitors | 320,000 tested, 6.9% active | P. falciparum luciferase reporter growth, 96 h; note: potency is the fitted concentration of half-maximal effect; % is set by controls: 0 for no effect and ±100 for the full control effect
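P. falciparum expressing integrated firefly luciferase grown in erythrocytes (2% hematocrit, 0.05% parasitemia final) with compounds for 96 hours at 37 C, 5% CO2. Growth inhibition read as loss of luminescence after adding luciferase detection reagent.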
Shiga toxin inh = inhibitors of Shiga toxin in Vero cells; 290,000 tested, 9.2% active; AID 2315; Vero cells, Shiga toxin protein synthesis inhibition reporter; inhibition, % at 38.7 µM; in the data active = inhibition mostly above about 28%, no sharp cut-off; inactive = mostly below about 43%; note: 0% is about no effect
HCV inh = HCV inhibition. Huh7.5.1 HCVcc-Cre infection, luciferase reporter, 44 h. Potency, µM (doses to about 41.8 µM), for inactives: at the highest dose activity change, negative = inhibition, usual class: inhibitors. 340,000 tested, 3.4% active; note: potency is the fitted concentration of half-maximal effect; % is set by controls: 0 for no effect and ±100 for the full control effect
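Compounds are dispensed onto cells plated 4 h earlier at 1,000 per well, with HCVcc-Cre virus (about 0.5 moi) added next. Following 44 h of culture, luminescent signal is measured for 15 sec after 15 min with substrate at room temperature.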
Giardia FBPA inh = blocks Giardia fructose-bisphosphate aldolase activity. 290,000 tested, 0.71% active. A8B2U2. purified Giardia FBPA. AID 2451. Potency, µM (top dose mostly 59.6 µM), without a hit: at the top dose activity, negative = inhibition, usual class: inhibitors; note: potency is the fitted concentration of half-maximal effect; % is set by controls: 0 for no effect and ±100 for the full control effect; nearly all actives have a fitted effect of over 55% in size
Target sequence (A8B2U2 whole entry, looked up): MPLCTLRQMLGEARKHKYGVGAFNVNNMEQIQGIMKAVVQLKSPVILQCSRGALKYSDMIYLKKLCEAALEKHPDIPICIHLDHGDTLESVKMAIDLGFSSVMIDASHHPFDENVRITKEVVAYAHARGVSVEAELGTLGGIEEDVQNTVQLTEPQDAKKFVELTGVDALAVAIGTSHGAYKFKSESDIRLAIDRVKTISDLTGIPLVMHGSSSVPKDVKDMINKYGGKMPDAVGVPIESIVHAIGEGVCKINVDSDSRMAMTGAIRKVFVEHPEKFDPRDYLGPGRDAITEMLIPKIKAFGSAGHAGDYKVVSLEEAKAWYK
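40 nM FBPA preincubated 10 min at RT with compound (up to 57.5 uM final), then substrate plus GAPDH/TPI/NAD/arsenate coupling and diaphorase/resazurin added. Fluorescence read after 20 min at RT, 525/598 nm.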
Cycloheximide cs = counter-screen hit for Shiga toxin inhibitors, cycloheximide. cell reporter, cycloheximide protein synthesis inhibition counterscreen. max response, %. 300,000 tested, 12% active; in the data active = max response mostly above about 13%, no sharp cut-off; inactive = mostly below about 14%; note: read at 38.3 µM for the half of the compounds with a filed dose; 0% is about no effect
* marks the source's active call; other numbers are inactive results; ? = inconclusive; . = no result given; [ ] = dose if it differs, or a comment. Unless noted, calls come from the whole dose curve; as a rule, active = well fitted curve in the direction sought with a large enough effect; inconclusive = small, poorly fitted or top-dose-only effect, or another doubt; inactive = no such curve, though single readings can be large; an effect the other way counts as inactive or inconclusive.

Below each compound: Pf growth 96h, Giardia FBPA inh, Pf growth 48h, Cycloheximide cs, Shiga toxin inh, HCV inh
(1) Cc1ccc(C(=O)OCc2nc3ccccc3s2)o1
    101%[activator], ., 48%[activator], ., ., -9%
(2) COc1ccccc1C1CCN(Cc2c(C)[nH]c3ccccc23)CC1
    ?, -2%, ?, -2, -4, -17%
(3) COC(=O)c1ccccc1NC(=O)N1CCN(Cc2ccco2)CC1
    -48%[1.15 µM], -4%, 56%[activator], 6, 14, 1%
(4) Cc1c(C(=O)NCCO)sc2nc3n(c(=O)c12)CCC3
    15%, 1%, 66%[activator], 1, 13, 25%
(5) Cc1c(NC(=O)c2nn3c(C(F)(F)F)cc(-c4ccccc4)nc3c2Br)c(=O)n(-c2ccccc2)n1C
    1%, 5%, 2%, -3, 9, ?
(6) Cc1cccc(C)c1NC(=O)COC(=O)c1c(C)nn(-c2ccccc2)c1C
    ?, ., ?, ., ., -29%
(7) O=C(NCc1ccc(F)cc1)C(c1ccco1)N(C(=O)c1csnn1)c1ccccc1 (stereo not drawn)
    1%, 8%, 4%, 1, -8, 12%
(8) CSCC[C@H](NC(=O)[C@H](Cc1ccccc1)NC[C@@H](NC[C@@H](N)CS)C(C)C)C(=O)O
    ., 0%, ., -4, -10, .
(9) CCC(C)[C@@H](C(=O)N1CCNCC1)n1cc(CCCN=C(N)N)nn1 (stereo partly drawn)
    33%[activator], -14%, 11%, 0, 10, 15%
(10) CN1CCc2c(c3c(n2C)CCN(C)[C@H]3c2ccccc2F)[C@@H]1c1ccccc1F
    ?, -15%, -15%, 14, -16, .
(11) CCOC(=O)C(/C=C(\C#N)C(=O)OCC)=C(/N)N1CCN(c2ccc(Cl)cc2)CC1
    ., -4%, -15%, -1, -7, ?
(12) COc1ccccc1C1CCN(C(=O)c2ccc(C(C)(C)C)cc2)CC1
    7.4µM*, -5%, 12µM*, 6, -5, ?
(13) O=[N+]([O-])c1cc(C(F)(F)F)ccc1Oc1cccnc1[N+](=O)[O-]
    5%, -10%, 6%, -3, 13, -6%
(14) NC(=O)C1(N2CCCCC2)CCN(Cc2nc3ccccc3c(=O)[nH]2)CC1
    15%, -1%, ?, 3, -4, 17%
(15) CCOCCCNC(=O)C(c1ccc(OC)cc1)N(Cc1ccc2c(c1)OCO2)C(=O)c1cnccn1 (stereo not drawn)
    1%, -3%, -16%, 9, -2, ?
(16) O=C1CC(c2ccco2)Cc2nc(Nc3ccc(F)cc3)ncc21 (stereo not drawn)
    ., -1%, 14%, 16, 53, -18%
(17) COc1cc(C(=O)OCC(=O)N2CCC(C)CC2)cc2c1OCCO2
    -3%, ., -5%, ., ., 3%
(18) O=C(Nc1cc(Br)ccc1O)c1cc(-c2cccs2)on1
    76%[activator], -3%, ?, 22*, 78*, -5%
(19) CCOc1cc(/C=C2/C(=N)N3OC(C)=CC3=NC2=O)ccc1OCCOc1ccccc1
    41%[activator], 0%, ., -2, -9, -13%
(20) CC(=O)c1cccc(NC(=O)c2cccc(S(=O)(=O)N(C)C)c2)c1
    ., -5%, 34%[activator], 13*, 8, ?
(21) CCOc1cc(C)nc(N2CCCC(C(=O)NCc3ccccc3F)C2)n1 (stereo not drawn)
    ., 4%, 2.9µM*, -4, -17, -24%
(22) Cc1ccccc1C(=O)Nc1ccc(-c2nnc(SC(C)C(=O)O)n2C)cc1 (stereo not drawn)
    0%, 0%, 9%, -2, 1, -2%
(23) COc1cc(-n2c(=O)c3ccccc3n(CC(=O)c3ccc(F)cc3)c2=O)cc(OC)c1OC
    ?, 6%, -8%, 7, -7, -3%
(24) c1cc2c(cc1C1CCCCC1)c1c3n2CCN=C3CCC1
    ?, 10%, ?, -3, -5, ?
(25) CN(C)S(=O)(=O)c1cccc(C(=O)NCc2cccs2)c1
    ., 2%, 7%, 1, -9, -2%
(26) CC(=O)c1ccc(OCCCC(=O)Nc2ccc(S(=O)(=O)N3CCOCC3)cc2)cc1
    ?, ., -38%, ., ., ?
(27) CN(Cc1cccnc1)Cc1cn(C)nc1-c1cccc(Cl)c1
    ?, 2%, ?, 0, -13, -2%
(28) CCOc1ccc(N(CC(=O)N2CCOCC2)S(=O)(=O)c2ccc(F)cc2)cc1
    -13%, 8%, 31%[activator], 1, -3, -14%
(29) N#Cc1ccc(CN2CCN(C(=O)CCNS(=O)(=O)c3ccc(F)c(F)c3)CC2)cc1
    ?, ., ?, ., ., -2%
(30) CC(=O)c1cccc(NS(=O)(=O)c2c(C)noc2C)c1
    ?, 9%, 14%, -2, -6, 17%
(31) Cc1c(NC(=S)NC(=O)c2cc3ccccc3o2)cccc1C(=O)O
    -11%, -30%, 21%, 54*, 76*, 9%
(32) COc1ccc(N(CC(=O)Nc2cccc(C(=O)O)c2)S(=O)(=O)c2c(C)noc2C)cc1
    0%, 10%, 15%, -5, -13, 18%
(33) CC(=O)NCC1CCCN(C(=O)c2oc3c(F)cccc3c2C)C1 (stereo not drawn)
    -7%, -1%, 38%[activator], 14, 26, -2%
(34) NC(=O)c1nsc(C(=O)N(c2ccccc2)C(C(=O)NC2CCCCC2)c2ccc(O)cc2)c1N (stereo not drawn)
    10µM*, 7%, ?, -2, -3, ?
(35) Cc1ccc(S(=O)(=O)N2CCN(C(=O)CSC3CCCC3)CC2)c(C)c1
    ?, -2%, ?, 1, -18, ?
(36) Cc1nc(N)sc1-c1csc(N(C)c2ccc(O)cc2)n1
    21%, -24%, 49%[activator], 23*, 66*, ?
(37) CCn1nnnc1NCc1cccn1C
    ., -9%, 7%, 1, 14, 1%
(38) COc1ccc(CCn2c(O)c(C=NCCCO)c(=O)[nH]c2=O)cc1OC
    -14%, 10%, ?, 7, -7, 12%
(39) Cc1cccc(-c2oc3ccccc3c2C#CCCCCO)c1
    -1%, 3%, 0%, 1, -15, ?
(40) COc1cccc(OC)c1C(=O)N=c1sc2cc(S(C)(=O)=O)ccc2n1C
    ?, 0%, -1%, -3, -7, 1%
(41) Cc1cccc2cc(CN(CCCN(C)C)C(=S)NCCc3ccccc3)c(=O)[nH]c12
    11%, 3%, ?, -4, 16, ?
(42) CC12CCC(C(=O)N(CCC#N)CCC#N)(CC1=O)C2(C)C (stereo not drawn)
    29%, 1%, ?, 7, 3, 1%
(43) CCOC(=O)C1CCN(Cc2c(O)ccc3ccccc23)CC1
    9.3µM*, 1%, ?, 9, -26, -11%
(44) OC1CN=C2C=CC=CN2C1 (stereo not drawn)
    ?, 2%, -5%, -2, -18, 18%
(45) CC(=O)Nc1nonc1NC(=O)COc1ccccc1
    -10%, 5%, ?, -5, -9, 13%
(46) O=C(NCCc1nc2ccccc2[nH]1)/C(=C/c1ccco1)NC(=O)c1ccco1
    -1%, -3%, -2%, -2, -3, -5%
(47) CCOC(=O)c1c(NC(=O)CC)sc(C(C)=O)c1C
    22%, 5%, 22%, -5, -10, ?
(48) O=C(NCCC1=CCCCC1)c1cnsn1
    4.7µM*, -3%, 90%[activator], 35*, 46*, ?
(49) CCN1CCN(Cc2c(O)c(Cl)cc3c(C)cc(=O)oc23)CC1
    9%, -24%, 24%, 1, 1, -2%
(50) O=C(NCC1CCCCC1)c1cccc(Br)c1
    67%[activator], -6%, 20%, 9, 5, 16%
(51) CS(=O)(=O)c1ccccc1-c1nc(-c2ccc(C(F)(F)F)cc2)no1
    52%[activator], -15%, -5%, 21*, 60*, -16%
(52) COc1ccc(-c2csc(N(CCc3ccccc3)C(=O)COc3ccccc3)n2)cc1
    -144%, 1%, ?, 2, -8, 0%
(53) Cc1ccc(-n2c(SCC(N)=O)nc(O)cc2=O)cc1
    171%[activator], 3%, 21%, -2, -7, 19%
(54) CCOC(=O)c1c(NC(=O)CSc2nc3ccccc3s2)sc(C)c1C
    19%, -4%, 21%, -1, -9, ?
(55) CCCCCC(C)NC(=O)CN1C(=O)NC(C)(c2ccc3ccccc3c2)C1=O (stereo not drawn)
    ?, ., -15%, 3, 9, -22%
(56) COc1cccc(C(=O)NN2CC(O)=C(c3nc(C)cs3)C2=N)c1
    31%[activator], -1%, ?, 1, -7, 16%
(57) O=c1c2ccccc2nc(-c2ccco2)n1CCCn1ccnc1
    ?, 18%, -2%, 9, 11, 1%
(58) O=C(CCc1nc2ccccc2c(=O)[nH]1)OCC(=O)N1CCN(S(=O)(=O)c2ccccc2)CC1
    -28%, 5%, -8%, -6, -16, 6%
(59) CCCCOc1ccc(C(=O)NCC(=O)N2CCN(Cc3ccc4c(c3)OCO4)CC2)cc1
    ?, ., ?, ., ., ?
(60) COc1ccc(CN2CCC(C(=O)Nc3ccc(Oc4ccccc4)nc3)CC2)cc1F
    ?, 5%, ?, 8, -9, 2.5µM*

(more compounds)
Below each compound: Pf growth 96h, Giardia FBPA inh, Pf growth 48h, Cycloheximide cs, Shiga toxin inh, HCV inh
(61) O=C(NCCCn1ccnc1)c1cccc(S(=O)(=O)Nc2ccc(F)cc2)c1
    -22%, ., ?, ., ., 9%
(62) COc1ccc(C(=O)Oc2cc(C(=S)N3CCOCC3)ccc2OC)cc1
    -1%, 5%, 25%, -4, -1, 2%
(63) Cc1cc(C(=O)Nc2ccc(S(=O)(=O)N3CCCC3)cc2)no1
    ?, 0%, ?, -2, 31, -23%
(64) O=C(c1cc2cc([N+](=O)[O-])ccc2s1)N1CCCCC1
    139%[activator], 0%, 85%[activator], 28*, 35, 4%
(65) N#CC1=C(SCC(=O)c2ccccc2)NC2=C(C(=O)CCC2)C1c1ccco1 (stereo not drawn)
    82%[activator], -13%, ?, 66*, 72*, 11µM*

As a short view, 15 of the compounds above:
Below each compound: Pf growth 96h, Giardia FBPA inh, Pf growth 48h, Cycloheximide cs, Shiga toxin inh, HCV inh
(51) CS(=O)(=O)c1ccccc1-c1nc(-c2ccc(C(F)(F)F)cc2)no1
    52%[activator], -15%, -5%, 21*, 60*, -16%
(52) COc1ccc(-c2csc(N(CCc3ccccc3)C(=O)COc3ccccc3)n2)cc1
    -144%, 1%, ?, 2, -8, 0%
(53) Cc1ccc(-n2c(SCC(N)=O)nc(O)cc2=O)cc1
    171%[activator], 3%, 21%, -2, -7, 19%
(54) CCOC(=O)c1c(NC(=O)CSc2nc3ccccc3s2)sc(C)c1C
    19%, -4%, 21%, -1, -9, ?
(55) CCCCCC(C)NC(=O)CN1C(=O)NC(C)(c2ccc3ccccc3c2)C1=O (stereo not drawn)
    ?, ., -15%, 3, 9, -22%
(56) COc1cccc(C(=O)NN2CC(O)=C(c3nc(C)cs3)C2=N)c1
    31%[activator], -1%, ?, 1, -7, 16%
(57) O=c1c2ccccc2nc(-c2ccco2)n1CCCn1ccnc1
    ?, 18%, -2%, 9, 11, 1%
(58) O=C(CCc1nc2ccccc2c(=O)[nH]1)OCC(=O)N1CCN(S(=O)(=O)c2ccccc2)CC1
    -28%, 5%, -8%, -6, -16, 6%
(59) CCCCOc1ccc(C(=O)NCC(=O)N2CCN(Cc3ccc4c(c3)OCO4)CC2)cc1
    ?, ., ?, ., ., ?
(60) COc1ccc(CN2CCC(C(=O)Nc3ccc(Oc4ccccc4)nc3)CC2)cc1F
    ?, 5%, ?, 8, -9, 2.5µM*
(61) O=C(NCCCn1ccnc1)c1cccc(S(=O)(=O)Nc2ccc(F)cc2)c1
    -22%, ., ?, ., ., 9%
(62) COc1ccc(C(=O)Oc2cc(C(=S)N3CCOCC3)ccc2OC)cc1
    -1%, 5%, 25%, -4, -1, 2%
(63) Cc1cc(C(=O)Nc2ccc(S(=O)(=O)N3CCCC3)cc2)no1
    ?, 0%, ?, -2, 31, -23%
(64) O=C(c1cc2cc([N+](=O)[O-])ccc2s1)N1CCCCC1
    139%[activator], 0%, 85%[activator], 28*, 35, 4%
(65) N#CC1=C(SCC(=O)c2ccccc2)NC2=C(C(=O)CCC2)C1c1ccco1 (stereo not drawn)
    82%[activator], -13%, ?, 66*, 72*, 11µM*
